High-throughput results (PubChem BioAssay)
HT1080-NT tox: kills 2HG-producing HT-1080-NT fibrosarcoma cells | HT-1080-NT fibrosarcoma viability, CellTiter-Glo ATP luminescence, 48 h | Potency, µM (doses to about 46.1 µM), for the others: top-dose activity, negative = less viability, actives largely listed as cytotoxic | 360,000 tested, 1.6% active;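 further: NT is the 2HG producing partner of a matched IDH1 knockdown line; potency means the concentration at half of the fitted maximal effect; 0% = DMSO-treated cells and -100% = media-only wells without cells; nearly all actives have a fitted effect of over 55% in size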
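Fibrosarcoma NT cells, 750 per well in 5% FBS RPMI, were exposed to compound for 48 hours. Viability: CellTiter-Glo luminescence.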
MCF10A rereplic: inducers of DNA re-replication in MCF 10A breast cells; AID 624296; 350,000 tested, 2.9% active; MCF 10A DNA re-replication, Hoechst nuclear intensity, 48 h; Potency, µM (doses to about 46.1 µM), for inactives: at the highest dose activity, positive = re-replication, usual class: activators; further: potency means the concentration at half of the fitted maximal effect; % of control where 0% means no effect; nearly all actives have a fitted effect of over 50% in size
WRN inhibitor: WRN helicase (human) inhibition; Q14191; WRN helicase unwinding, fluorescent forked duplex, kinetic; Potency, µM (titrated, usually from 114 µM), inactives show at the top dose activity change, negative = inhibition, actives largely listed as inhibitors; 360,000 tested, 0.46% active; AID 651768; further: potency means the concentration at half of the fitted maximal effect; on the % scale 0 is the no-effect control and ±100 the full control effect; nearly all actives have a fitted effect of over 55% in size
Target sequence (Q14191 whole entry, looked up): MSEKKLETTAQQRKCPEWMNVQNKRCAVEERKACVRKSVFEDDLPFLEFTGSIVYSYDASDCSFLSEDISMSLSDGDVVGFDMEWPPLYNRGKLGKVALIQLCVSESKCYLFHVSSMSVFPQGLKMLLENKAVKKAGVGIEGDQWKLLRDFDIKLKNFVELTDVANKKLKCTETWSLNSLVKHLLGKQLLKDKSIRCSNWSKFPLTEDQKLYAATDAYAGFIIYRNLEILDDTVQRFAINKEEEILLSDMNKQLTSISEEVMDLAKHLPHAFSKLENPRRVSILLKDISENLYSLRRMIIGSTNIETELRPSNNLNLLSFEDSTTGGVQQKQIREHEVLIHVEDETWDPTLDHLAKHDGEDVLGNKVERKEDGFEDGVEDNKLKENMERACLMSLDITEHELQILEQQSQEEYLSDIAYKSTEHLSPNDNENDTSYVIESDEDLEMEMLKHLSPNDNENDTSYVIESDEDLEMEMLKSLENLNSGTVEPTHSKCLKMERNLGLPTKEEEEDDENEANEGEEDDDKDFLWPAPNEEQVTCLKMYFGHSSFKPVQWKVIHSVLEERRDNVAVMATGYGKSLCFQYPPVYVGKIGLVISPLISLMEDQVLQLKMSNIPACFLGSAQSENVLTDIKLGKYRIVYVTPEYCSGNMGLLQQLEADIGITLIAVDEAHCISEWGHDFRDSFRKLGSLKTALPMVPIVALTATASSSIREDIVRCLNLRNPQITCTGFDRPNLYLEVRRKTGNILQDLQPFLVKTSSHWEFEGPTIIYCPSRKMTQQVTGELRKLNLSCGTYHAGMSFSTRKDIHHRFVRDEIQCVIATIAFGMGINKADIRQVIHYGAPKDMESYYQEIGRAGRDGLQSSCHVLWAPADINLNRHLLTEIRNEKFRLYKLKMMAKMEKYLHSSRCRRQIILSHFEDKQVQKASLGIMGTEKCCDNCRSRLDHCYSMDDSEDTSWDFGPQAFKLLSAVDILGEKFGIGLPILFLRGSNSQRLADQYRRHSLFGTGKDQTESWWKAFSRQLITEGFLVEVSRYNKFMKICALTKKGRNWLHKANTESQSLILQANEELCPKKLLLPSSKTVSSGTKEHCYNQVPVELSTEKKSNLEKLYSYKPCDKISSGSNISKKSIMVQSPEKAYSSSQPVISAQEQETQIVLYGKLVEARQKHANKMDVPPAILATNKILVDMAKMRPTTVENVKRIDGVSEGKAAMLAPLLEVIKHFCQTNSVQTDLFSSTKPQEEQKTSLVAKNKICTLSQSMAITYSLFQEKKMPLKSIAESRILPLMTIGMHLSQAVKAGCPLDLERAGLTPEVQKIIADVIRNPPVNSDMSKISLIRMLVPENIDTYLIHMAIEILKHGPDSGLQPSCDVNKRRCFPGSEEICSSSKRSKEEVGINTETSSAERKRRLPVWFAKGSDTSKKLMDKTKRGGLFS
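Kinetic red-fluorescence monitoring (525/598 nm) tracks WRN helicase activity after 100 nM fluorophore-quencher forked duplex and 2 mM ATP are added to 20 nM enzyme pretreated 15 min at room temperature with compound.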
KB-3-1 tox: KB-3-1 parental cell cytotoxicity; KB-3-1 viability, CellTiter-Glo ATP luminescence, 72 h; Potency, µM (top dose mostly 46.1 µM), for the others: at the highest dose activity change, negative = cytotoxic, actives largely listed as cytotoxic; 400,000 tested, 1.4% active; further: potency means the concentration at half of the fitted maximal effect; on the % scale 0 is the no-effect control and ±100 the full control effect; nearly all actives have a fitted effect of over 60% in size
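Multi-concentration cytotoxicity screen in KB-3-1 cells grown in DMEM lacking phenol red with 10% FBS. After 72 h at 37 °C with compound, ATP-dependent luminescence was recorded.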
HT1080 IDH1KD tx: kills HT-1080 cells with IDH1 knockdown; 360,000 tested, 2% active; HT-1080 IDH1 knockdown viability, ATP luminescence, 48 h; Potency, µM (series often up to 46.1 µM), for the others: at the top dose activity, negative = toxicity, most hits filed as cytotoxic; AID 686971;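 further: potency means the concentration at half of the fitted maximal effect; 0% = DMSO wells and -100% = cell-free medium wells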
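Using the IDH1-knockdown HT-1080 line run in the same batch and compound series as the NT line, viability after 48 h at 37 °C was determined by CellTiter-Glo luminescence and expressed as % activity.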
ATXN2 expr inh: reduces ATXN2 reporter expression in HEK-293 cells | HEK-293 ATXN2-luciferase reporter, luminescence, 24 h | Potency, µM (highest dose often 57 µM), for the others: at the highest dose activity change, negative = inhibition, actives largely listed as inhibitors | 360,000 tested, 0.72% active | AID 1745845; further: potency means the concentration at half of the fitted maximal effect; on the % scale 0 is the no-effect control and ±100 the full control effect; nearly all actives have a fitted effect of over 55% in size
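qHTS (up to 57 uM final) was run with 24 h compound exposure of reporter cells at 37 °C. Each well was multiplexed: SteadyGlo luminescence measured ATXN2-luciferase expression after a fluorogenic Gly-Phe-AFC viability readout (25 uM final).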
IL-1B inflam inh: inhibitors of inflammasome signaling (IL-1 beta secretion); 360,000 tested, 4.7% active; activity change, % at 57.5 µM; THP-1 LPS/ATP IL-1B secretion, AlphaLISA, 16 h; stronger effect = lower value; in the data active means activity change below about -50%; inconclusive means mostly about -30% to -49%; further: on the % scale 0 is the no-effect control and ±100 the full control effect
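Secreted IL-1B measured by AlphaLISA bead assay after 16 h compound exposure of THP-1 cells; compounds (final up to 57.5 uM) added 1 h before LPS (250 ng/mL) and ATP (1.25 mM) stimulation; lower signal means less secretion.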
SW480 rerep: induces DNA re-replication in SW480 colon adenocarcinoma cells; AID 624297; 340,000 tested, 1.8% active; Potency, µM (highest dose often 46.1 µM), for the others: at the highest dose re-replication activation, usual class: activators; SW480 DNA re-replication, Hoechst DNA content imaging, 48 h; further: potency means the concentration at half of the fitted maximal effect; % of control where 0% means no effect; nearly all actives have a fitted effect of over 55% in size
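DNA re-replication was detected as more nuclei of elevated Hoechst intensity after 48 hr exposure to compound (23 nL pinned per well of 250 cells).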
KB-V1 MDR tox: kills drug-selected multidrug resistant KB-V1 cells | 400,000 tested, 3.4% active | Potency, µM (doses to about 46.1 µM), for inactives: at the top dose activity change, negative = cytotoxicity, most hits filed as cytotoxic | KB-V1 MDR cells viability, CellTiter-Glo, 72 h | AID 1347076; further: potency means the concentration at half of the fitted maximal effect; on the % scale 0 is the no-effect control and ±100 the full control effect; nearly all actives have a fitted effect of over 60% in size
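KB-V1 cells (P-gp-expressing MDR subline of KB-3-1) in phenol-red-free DMEM with 10% FBS were exposed to library compounds over a concentration series for 72 h at 37 degrees C. Viability read by CellTiter-Glo luminescence; concentration-effect curves fitted after normalization.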
Starred values were filed as active, the others as inactive; ? = inconclusive; . = not tested or not shown; [ ] = dose if it differs, or a comment. Unless noted, the call rests on the fitted dose curve; in most records, active means well fitted curve in the direction sought with a large enough effect; inconclusive means small, poorly fitted or top-dose-only effect, or another doubt; inactive means no such curve, though single readings can be large; an effect the other way counts as inactive or inconclusive. Compounds were not picked by outcome (roughly 12% active in at least one column).

SMILES	HT1080-NT tox	MCF10A rereplic	WRN inhibitor	KB-3-1 tox	HT1080 IDH1KD tx	ATXN2 expr inh	IL-1B inflam inh	SW480 rerep	KB-V1 MDR tox
CN(C)C(=O)CN(c1ccc2c(c1)OCO2)S(C)(=O)=O	19%	-2%	-1%	1%	3%	-5%	-5	-4%	5%
CCc1nc2ccc(C(=O)NCCc3ccccn3)cn2c1N(C)CCC(C)C	-2%	.	-2%	0%	-1%	-35%	-11	.	0%
CC(=O)Nc1ccccc1OCC(=O)NC(C)c1ccccc1 (stereo unspecified)	14%	21%	8%	1%	-3%	.	-4	0%	10%
CCn1c(=O)cc(OCC(=O)N(C)C2CCCCC2)c2ccccc21	-1%	4%	6%	-14%	0%	.	-1	-23%	?
CN(CC(=O)Nc1cccc(F)c1)C(=O)CC1CC2CCC1C2 (stereo unspecified)	0%	1%	5%	1%	1%	-6%	2	?	-3%
Cc1cccc(CSc2ccc3nnc(-c4ccccn4)n3n2)c1	-14%	3%	-7%	30%	-10%	-8%	28	-6%	?
CCN1CCN(C(=O)C2CCCN(S(=O)(=O)c3ccc(OC)c(OC)c3)C2)CC1 (stereo unspecified)	14%	-36%[inhibitor]	-2%[57.1 µM]	-1%	19%	-3%	8	-35%[inhibitor]	-3%
COc1ccc(-n2nc(C(=O)NCC(=O)N3CCCCCC3)c3ccccc3c2=O)cc1	2%	6%	-7%	2%	-22%	52%[activator]	-3	-4%	-19%
COc1ccc(-c2cc(C)no2)cc1S(=O)(=O)N1CCN(c2ccccc2F)CC1	1%	23%	-7%	?	-12%	-17%	0	-24%	-2%
COc1ccc(OC)c(S(=O)(=O)N2CCCC(C(=O)NCc3cccnc3)C2)c1 (stereo unspecified)	9%	0%	5%	3%	6%	-11%	28	-6%	-9%
COc1ccc(N(CC(=O)NCc2ccncc2)S(=O)(=O)c2ccccc2[N+](=O)[O-])c(OC)c1	0%	2%	1%	12%	14%	16%	19	-3%	13%
CC(OC(=O)c1nc(Cl)ccc1Cl)C(=O)Nc1ccc2c(c1)OCCO2 (stereo unspecified)	9%	1.6µM*	-1%	4%	0%	6%	24	-37%[inhibitor]	0%
N#CC1=C(N)OC2=C(C(=O)CCC2)C12C(=O)N1CCCc3cccc2c31 (stereo unspecified)	11%	-4%	-14%	18%	6%	4%	9	-8%	27%
CCOc1cccc(-c2nnc(SCC(=O)Nc3cc(C)ccc3OC)n2N)c1	1%	-184%[0.0737 µM]	-6%	2%	3%	2%	5	2%	-18%
CNc1oc(-c2ccc(F)cc2)nc1S(=O)(=O)c1ccccc1	11%	19%	-7%[57.1 µM]	-2%	2%	-13%	-20	13%	-3%
O=C(N[C@@H](Cc1ccccc1)C(=O)N1CCN(S(=O)(=O)c2cccc(F)c2)CC1)c1ccco1	2%	-8%	4%	0%	4%	1%	19	2%	-8%
Cc1nc(Cl)sc1C(=O)Nc1cccc(Cl)c1C	1%	17%	-6%[57.1 µM]	-3%	0%	0%	-96*	18%	-21%
O=C(O)c1ccc(S(=O)(=O)Nc2ccc(F)c(Cl)c2)cc1	0%	-11%	-28%[57.1 µM]	16%	0%	-2%	17	-2%	-6%
O=CN1CCN(C2CC(=O)N(c3ccc4c(c3)OCO4)C2=O)CC1 (stereo unspecified)	0%	-3%	2%	-5%	2%	-18%	-6	-5%	-4%
CCOC(=O)N/N=C\c1ccccc1OC/C=C/c1ccccc1	?	?	0%	11%	?	22%	-11	?	2%
CCC(C)c1ccc(N(C(=O)c2ccco2)C(C(=O)NC2CCCC2)c2cccnc2)cc1 (stereo unspecified)	-1%	12%	-7%	7%	-22%	5%	-21	1%	?
CC1=CC(C)(C)n2c(O)c(N=N)c3cc(C)cc1c32	0%	?	-2%	-3%	7%	-6%	-60*	15%	?
Cc1cc(NC(=O)C2CCN(S(=O)(=O)c3cnc[nH]3)CC2)ccc1Br	-23%	-2%	-2%	3%	-17%	-12%	-57*	1%	22%
COc1cc(/C=C2/C(=O)N(c3ccc([N+](=O)[O-])cc3)N=C2N2CCOCC2)ccc1O	-1%	0%	2%	-8%	-8%	-5%	-4	2%	-1%

Marked active in IL-1B inflam inh (from the list above):
SMILES | WRN inhibitor | IL-1B inflam inh | SW480 rerep
Cc1nc(Cl)sc1C(=O)Nc1cccc(Cl)c1C | -6%[57.1 µM] | -96* | 18%
CC1=CC(C)(C)n2c(O)c(N=N)c3cc(C)cc1c32 | -2% | -60* | 15%
Cc1cc(NC(=O)C2CCN(S(=O)(=O)c3cnc[nH]3)CC2)ccc1Br | -2% | -57* | 1%

Six entries picked at random from the list so far:
SMILES	HT1080-NT tox	MCF10A rereplic	WRN inhibitor	KB-3-1 tox	HT1080 IDH1KD tx	ATXN2 expr inh	IL-1B inflam inh	SW480 rerep	KB-V1 MDR tox
CCOC(=O)N/N=C\c1ccccc1OC/C=C/c1ccccc1	?	?	0%	11%	?	22%	-11	?	2%
CNc1oc(-c2ccc(F)cc2)nc1S(=O)(=O)c1ccccc1	11%	19%	-7%[57.1 µM]	-2%	2%	-13%	-20	13%	-3%
COc1ccc(OC)c(S(=O)(=O)N2CCCC(C(=O)NCc3cccnc3)C2)c1 (stereo unspecified)	9%	0%	5%	3%	6%	-11%	28	-6%	-9%
Cc1cccc(CSc2ccc3nnc(-c4ccccn4)n3n2)c1	-14%	3%	-7%	30%	-10%	-8%	28	-6%	?
CCc1nc2ccc(C(=O)NCCc3ccccn3)cn2c1N(C)CCC(C)C	-2%	.	-2%	0%	-1%	-35%	-11	.	0%
Cc1cc(NC(=O)C2CCN(S(=O)(=O)c3cnc[nH]3)CC2)ccc1Br	-23%	-2%	-2%	3%	-17%	-12%	-57*	1%	22%

Next part
SMILES	HT1080-NT tox	MCF10A rereplic	WRN inhibitor	KB-3-1 tox	HT1080 IDH1KD tx	ATXN2 expr inh	IL-1B inflam inh	SW480 rerep	KB-V1 MDR tox
Cn1c(NCC(O)CO)nc2c1c(=O)n(Cc1ccc(Cl)c(Cl)c1)c(=O)n2C (stereo unspecified)	-11%	2%	0%	6%	-4%[9.24 µM]	2%	-7	-8%	0%
CCCC(C)C(=O)Nc1nc(C)c(-c2csc(Nc3cc(OC)ccc3OC)n2)s1 (stereo unspecified)	-17%	?	-8%	?	-25%	-27%	-3	1%	2%
CC(O)CSc1nc2c(c(=O)[nH]c(=O)n2C)n1Cc1ccccc1Cl (stereo unspecified)	-19%	1%	8%	9%	-16%	-1%	0	3%	0%
NC(=O)c1ccccc1NCC(=O)c1ccc(Cl)cc1	1%	?	2%[57.1 µM]	-2%	0%	3%	-15	23%	18%
Cc1nc2sc(C(=O)Nc3ccccc3)c(N)c2c(C)c1[N+](=O)[O-]	-6%	?	-4%	1%	1%	.	-1	9%	0%
CCOc1cccc(-c2c(C(=O)N/N=C/c3ccoc3)nnn2-c2nonc2N)c1	1%	0%	-5%	-3%	19%	-3%	23	-7%	13%
Cc1[nH]c2ccccc2c1C(=O)NS(=O)(=O)Nc1ccc(Cl)cc1	-3%	13%	-2%	5%	-1%	6%	17	5%	-2%
Cn1c2ccc(F)cc2c2nnc(SCC(=O)Nc3cccc(O)c3)nc21	-20%	3%	0%	24%	?	0%	-71*	-2%	-1%
O=C(COC(=O)/C=C/c1ccccc1)NCCC1=CCCCC1	-1%	-3%	7%	1%	11%	.	2	-3%	27%
Cc1noc(C)c1NC(=O)N(C)C[C@@H]1Oc2ncc(C#CC3CC3)cc2C(=O)N([C@@H](C)CO)C[C@@H]1C	?	.	2%	3%	8%	1%	-3	.	-2%
Cc1c(F)cccc1NC(=O)CCC(=O)O	2%	-1%	-2%	3%	-6%	-8%	5	-1%	15%
CC1=C(C(=O)OC2CCCCC2)C(c2ccc(C)o2)C2=C(CC(C)(C)CC2=O)N1 (stereo unspecified)	9%	?	-12%	-10%	3%	4%	7	4%	-9%
CCCCC(=O)NCc1ccc(Cl)cc1	-1%	18%	-16%	0%	-5%	1%	5	0%	13%
CCOC(=O)C1CCN(S(=O)(=O)c2c(C)noc2C)CC1	0%	1%	-5%	-12%	1%	-7%	19	-16%	-13%
CN(CCc1ccccn1)S(=O)(=O)c1ccc2c3c(cccc13)C(=O)N2	-7%	-5%	-4%	8%	-18%	-4%	37	3%	6%
